Screening results deposited in PubChem by National Center for Advancing Translational Sciences (NCATS).
Epigenetic derep = regulators of epigenetic silencing causing reporter derepression in mouse cells. AID 1865. murine LDR cells, GFP reporter derepression, 30 h. Potency, µM (highest dose often 53.9 µM), for the others: at the top dose GFP activation, usual class: activators. 280,000 tested, 0.2% active; active = well fitted activation curve with a large enough effect; inconclusive = small, poorly fitted or top-dose-only effect; also: % of control where 0% means no effect; nearly all actives have a fitted effect of over 60% in size
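Reporter derepression read as number of fluorescent GFP-positive objects, 20-120 um in size, counted by laser-scanning cytometer. Mouse LDR line with an epigenetically silenced CMV-GFP locus; compound incubation 30 h, 37 C.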
Starred values were filed as active, the others as inactive; ? = inconclusive. Potency is read from the fitted curve at half-maximal effect. Some of the compounds tested; rates above refer to the full screens.

SMILES | Epigenetic derep
CC(=O)c1ccc(NS(=O)(=O)c2ccc(-n3cccn3)cc2)cc1 | -0.1%
COc1ccc(CCN2C(=O)N(c3ccc(F)cc3)C(=O)C2CC(=O)Nc2ccc(F)c(F)c2)cc1 (centres undefined) | -0.4%
COc1ccc(NC(=O)c2ccc3c(SCC(=O)O)c4c(nc3c2)CCCC4)cc1OC | -1.1%
CCN(CCCNC(=O)c1cc2cc3ccc(OC)cc3nc2s1)c1cccc(C)c1 | 5.2%
CCNc1ccc(-c2nc(-c3ccncc3)no2)cc1[N+](=O)[O-] | -0.1%
CCCOc1ccc(C(=O)Nc2ccc3oc(-c4cccc(Cl)c4Cl)nc3c2)cc1 | -1.6%
Cc1nc2c(C(=O)NCCc3ccccc3)c[nH]n2c(=O)c1Cc1ccc(F)cc1Cl | 0.0%
CCOC(=O)c1c(NC(C)=O)c2c3c(sc2n1Cc1nc(-c2ccccc2C)oc1C)CCCC3 | 0.8%
COc1ccc(Nc2nn(-c3ccc(OC(F)(F)F)cc3)nc2C(C)=O)cc1 | -2.7%
CS(=O)(=O)CC[C@@H](C(=O)NCCc1ccccc1)N1Cc2ccccc2C1=O | -0.3%
O=C(CCSCCc1ccccn1)Nc1ccc(Cl)cc1 | 0.0%
Cn1c(C(=O)NCc2cccc(F)c2)cc2cc(S(=O)(=O)N3CCCCC3)ccc21 | -2.1%
Cc1ccc(NCc2cccn2-c2nnc(N3CCC(C(=O)NCc4ccc(F)cc4)CC3)s2)cc1 | 3.8%
CCOc1ccc(-c2nc(SC(C(C)=O)C(=O)N(C)C)c3c(=O)n(C)c(=O)n(C)c3n2)cc1 (centres undefined) | -1.1%
Cc1ccc(NC(=O)CN2C(=O)CCSc3ccc(S(=O)(=O)N4CCCC4)cc32)cc1 | 8.5%
O=C(C1CCC(Cn2c(=O)c3sccc3n(Cc3ccccc3)c2=O)CC1)N1CCCCC1 (centres undefined) | 0.8%
Cc1ccc(C)c(S(=O)(=O)NCC(c2ccc(N(C)C)cc2)N2CCOCC2)c1 (centres undefined) | -2.2%
COCCn1c(C)cc(O)c(C(c2ccc(Cl)cc2)N2CCCCC2)c1=O (centres undefined) | -1.0%
CCOC(=O)C1=C(CN2CCN(c3cc(C)ccc3C)CC2)NC(=O)NC1c1ccc(Cl)cc1 (centres undefined) | -1.1%
COc1ccc(-c2nnc(SCC(=O)c3ccc(NC(C)=O)cc3)o2)cc1OC | 2.9%

Structural class: those above with a Cl atom (5)
SMILES | Epigenetic derep
CCCOc1ccc(C(=O)Nc2ccc3oc(-c4cccc(Cl)c4Cl)nc3c2)cc1 | -1.6%
Cc1nc2c(C(=O)NCCc3ccccc3)c[nH]n2c(=O)c1Cc1ccc(F)cc1Cl | 0.0%
O=C(CCSCCc1ccccn1)Nc1ccc(Cl)cc1 | 0.0%
COCCn1c(C)cc(O)c(C(c2ccc(Cl)cc2)N2CCCCC2)c1=O (centres undefined) | -1.0%
CCOC(=O)C1=C(CN2CCN(c3cc(C)ccc3C)CC2)NC(=O)NC1c1ccc(Cl)cc1 (centres undefined) | -1.1%

More entries:
SMILES | Epigenetic derep
O=C(NCCCN1CCN(c2cccc(Cl)c2)CC1)c1nnc(Cc2ccc(F)cc2Cl)o1 | 3.5%
COCCNC(=O)CSc1cn(CC(=O)N2CCCCCC2)c2ccccc12 | -1.2%
Cc1ccc(CNC(=O)C2CCC(CNS(=O)(=O)c3ccc4c(c3)CCCC(=O)N4)CC2)cc1 (centres undefined) | ?
Cc1ccc2nc3c(cc(C(=O)NC4CCCCC4)c(=N)n3C(C)C)c(=O)n2c1 | -0.1%
COc1ccc(C(=O)NCC(c2ccc(N(C)C)cc2)N2CCCC2)cc1 (centres undefined) | -1.1%
Cc1ccc(C)c(N2CCN(CCCNC(=O)Nc3ccc(Cl)cc3)CC2)c1 | -0.1%
COc1ccccc1NC(=O)c1sc2cccc(Cl)c2c1Cl | -0.5%
Cc1ccc(-n2ncc(C(=O)NCCc3ccccc3)c2C2CCN(C(=O)OC(C)(C)C)CC2)c(C)c1 | -1.3%
CNS(=O)(=O)c1cn(CC(=O)N2CCN(c3ccc(Cl)cc3)CC2)cc1S(=O)(=O)NC | 0.0%
COc1ccc(Cn2c(C(=O)O)c(CNC3CCCC3)c3ccc(OC)cc32)cc1 | 12%
COc1cccc(CNc2ncnc3onc(-c4ccc(F)cc4)c23)c1 | 0.0%
O=C(NC1CC(=O)N(c2ccc(Cl)cc2)C1)c1cccs1 (centres undefined) | 2.7%
CCCCN1CCCc2cc(CN(CCCN3CCOCC3)C(=O)Nc3ccc(OCC)cc3)ccc21 | -1.1%
Cc1cccc(C)c1NC(=O)c1sc(-n2nc(C)c(Cc3ccccc3)c2C)nc1C | 6.5%
Cc1cc(NC(=O)c2cnc3c(-c4ccccc4)c(C)nn3c2C)ccc1Br | 0.8%
C#CCn1cnc2c(cnn2-c2ccc(F)cc2)c1=O | -6.8%
CCOc1ccccc1N1CC(c2nc3ccccc3n2CCOc2ccccc2OC)CC1=O (centres undefined) | -3.2%
Cc1ccc(C)c(N2CCN(S(=O)(=O)c3ccc4c(c3)C(C(C)C)C(=O)N4)CC2)c1 (centres undefined) | 2.5%
O=C(Nc1ccc(Br)c(Cl)c1)c1ccc(C(=O)Nc2ccc(Br)c(Cl)c2)cc1 | -3.5%
O=C(Nc1ccc2nc(SCCOc3ccccc3Cl)sc2c1)c1ccc2c(c1)OCO2 | -4.3%
COc1ccc(Cl)cc1NC(=O)N1CCN(Cc2cc(=O)n3nc(-c4ccccc4)sc3n2)CC1 | -0.3%
CCn1ccc2cc(S(=O)(=O)N3CCCN(C(=O)Nc4ccccc4OC)CC3)ccc21 | -1.7%
COc1ccc(OCc2ccc(-c3nc(C#N)c(N4CCN(c5cccc(Cl)c5)CC4)o3)o2)cc1 | 6.5%
COc1ccc(CNC(=O)CCCc2cn(C)c3ccccc23)c(OC)c1 | 1.2%
CCCCSc1nnc2c(n1)OC(c1ccc(Br)s1)N(C(C)=O)c1ccccc1-2 (centres undefined) | 1.2%
CCOC(=O)c1ccc(N2CCN(c3ccc(F)cc3)CC2)c(NC(=O)Nc2ccc(CC)cc2)c1 | 0.9%
CCn1c(=O)n(CC)c2cc(N3CCCCC3)c(NC(=O)Nc3ccccc3Cl)cc21 | 0.8%
CC(C(=O)Nc1cc(C(F)(F)F)ccc1Cl)n1nnc2sc3c(c2c1=O)CCCC3 (centres undefined) | -2.7%
CCn1ccc2c(OCC(=O)Nc3ccccc3C)cccc2c1=O | 16%
O=S(=O)(c1ccc(Br)s1)N1CCN(c2cccc(C(F)(F)F)c2)CC1 | -3.1%
COc1ccc(CCNC(=O)C(=O)NCC(c2cccs2)S(=O)(=O)c2ccccc2)cc1 (centres undefined) | 12%
CCCN(CCC)c1nn2c(=O)c(C(=O)NCc3cc(Br)ccc3OC)cnc2s1 | 0.0%
COc1ccccc1-c1noc(-c2ccc(NC3CCCC3)c([N+](=O)[O-])c2)n1 | -3.4%
CC1CCN(S(=O)(=O)c2ccc3c(c2)N(CC(=O)N2CCN(c4ccc(Cl)cc4)CC2)C(=O)CO3)CC1 | -1.5%
CC(=O)Nc1nonc1-c1nnc(SCC(=O)Nc2ccc(F)cc2F)n1-c1ccccc1 | -3.2%
Cc1nn(C)c(C)c1S(=O)(=O)N(CC(=O)N1CCN(c2ccccc2)CC1)c1ccc(C(C)C)cc1 | 6.9%
COc1ccc(Cl)cc1NC(=O)c1nc(S(C)(=O)=O)ncc1N(Cc1ccc(C)cc1)Cc1ccco1 | 1.6%
Cc1cccc(OCCn2c(SCC(N)=O)nc3ccccc32)c1 | -1.6%
CC1CCN(c2nnc(-n3cccc3CNc3cccc(F)c3)s2)CC1 | -1.3%
CCCS(=O)(=O)c1c(S(=O)(=O)CCC)c2cc(C(C)(C)C)ccn2c1C(=O)c1ccc(OC)c(OC)c1 | -1.0%

Rewritten as labelled records: entries from further up.
COc1ccc(OCc2ccc(-c3nc(C#N)c(N4CCN(c5cccc(Cl)c5)CC4)o3)o2)cc1
  Epigenetic derep = 6.5%

COc1ccc(CNC(=O)CCCc2cn(C)c3ccccc23)c(OC)c1
  Epigenetic derep = 1.2%

New compounds follow
SMILES | Epigenetic derep
CCOc1ccc2c(c1)sc1nc(=O)n(-c3ccc(Cl)c(Cl)c3)c(=O)n12 | -1.2%
COc1ccc(-c2c(C)c3ccc(O)c(CN4CCN(CCO)CC4)c3oc2=O)cc1OC | 4.9%
Cc1ccc(C(=O)NCC(c2cccs2)S(=O)(=O)c2cccs2)cc1C (centres undefined) | 4.2%
Cn1ccc2c(OCC(=O)Nc3ccc([N+](=O)[O-])cc3)cccc2c1=O | ?
Cc1nn(-c2ccc3nnc(C)n3n2)c(C)c1CCC(=O)Nc1ccc(OC(F)(F)F)cc1 | 3.6%
O=C(Nc1ccc2c(c1)CCCN2C(=O)c1cccs1)c1ccccc1Cl | -2.4%
COC(=O)c1cc(S(=O)(=O)NCC2CCN(Cc3cccc(F)c3)CC2)cn1C | 3.0%
COc1ccc(Cl)cc1Nc1nc2ccc(C(=O)c3ccccc3)cc2n2cnnc12 | 3.2%
Cc1ccc(CCNC(=O)CCSCc2ccccc2Cl)cc1 | -1.9%
COC(=O)c1cc(NC(=O)c2sc3ccccc3c2Cl)cc(C(=O)OC)c1 | 0.8%
CCOC(=O)C1CCN(c2nc3ccccc3nc2Cl)CC1 | -1.8%
COc1cccc(Cn2c(=O)n(-c3ccc(Br)cc3F)c(=O)c3sc4ccccc4c32)c1 | -0.9%
COc1ccc(CNC(=O)CCc2nnc3n(CC(C)C)c(=O)c4ccccc4n23)cc1 | 1.1%
Cc1sc2c(c1C)c(=O)n(Cc1ccccc1)c(=O)n2Cc1ccc(F)cc1 | -0.9%
O=C(O)Cn1nc(N2CCN(c3ccc(F)cc3)CC2)ccc1=O | 4.0%
CCC(C)NC(=O)c1sc2nc(C)c(C(=O)Nc3ccc(Cl)cc3)c(-c3ccc(Br)cc3)c2c1N (centres undefined) | 9.5%
CC(=O)c1ccc(NC(=O)CSc2nc(-c3ccccc3C)nc3c2c(=O)n(C)c(=O)n3C)cc1 | -1.4%
CCOC(=O)C1CCN(C(=O)c2cnn(-c3ccc(F)cc3)c2-n2cccc2)CC1 | 6.4%
Cc1ccc(C2=NN(CC(=O)NCCC(C)C)C(=O)CC2)cc1 | 0.0%
COc1cccc(C(=O)Nc2cccc(OCc3cc(=O)n4cc(C)ccc4n3)c2)c1 | ?
CCC(C)c1ccc(OCC(=O)Nc2cccc(-c3nc4ncccc4o3)c2)cc1 (centres undefined) | 1.0%
COc1ccc(OC)c(NC(=O)[C@H](Cc2ccccc2)N2Cc3ccccc3C2=O)c1 | -0.3%
CCOC(=O)c1cc(C)n(CC2CCC(C(=O)Nc3ccc(C)c(F)c3)CC2)c1C (centres undefined) | -3.7%
Cc1ccc(-c2nc3c4ccccc4[nH]c(=O)n3n2)cc1 | -0.1%
CC1CCN(C(=O)c2cc3c(=O)n(C)c4cc(Cl)ccc4c3s2)CC1 | 0.5%
COc1ccc(CNC(=O)CN2C(=O)COc3ccc(S(=O)(=O)N4CCC(C)CC4)cc32)cc1 | -2.4%
O=S(=O)(Nc1cccc(Cl)c1)c1ccc2[nH]c3c(c2c1)CCCCCC3 | 11%
Cc1ccc(OC(C)C(=O)NCC2(N3CCOCC3)CCCCC2)cc1C (centres undefined) | -2.4%
COc1ccc(CCNC(=O)c2ccc3[nH]c(C)c(C)c3c2)cc1OC | -1.1%
COc1ccc(S(=O)(=O)NCc2cccn2Cc2cc(C)ccc2C)cc1OC | -0.8%
COc1ccc(CNC(=O)CN2CCSc3ccccc32)c(OC)c1 | 1.7%
CCc1c(C)sc(NC(=O)c2cc(-c3ccc(OC)cc3)on2)c1C#N | -0.7%
CCc1ccc(NC(=O)c2ccc(F)c(S(=O)(=O)N3CCN(c4ccc(OC)cc4)CC3)c2)cc1 | 7.1%
COc1cccc(C(=O)NCCSc2c(-c3ccc(F)cc3)[nH]c3ccccc23)c1OC | -2.7%
CCCN(CCC)CCNC(=O)c1nn(C)c2c1CS(=O)(=O)c1ccccc1-2 | 0.0%
Oc1c(C(c2ccccc2)N2CCN(c3ccccc3)CC2)sc2nc(-c3ccco3)nn12 (centres undefined) | -0.1%
Cc1ccccc1NC(=O)c1c(NC(=O)c2ccco2)sc2c1CCC(C(C)(C)C)C2 (centres undefined) | -0.8%
CCOc1ccc(CN2CCN(Cc3ccc4c(c3)c3ccccc3n4CC)CC2)cc1 | -1.6%
CC1CCc2c(sc(NC(=O)c3ccc(Cl)cc3Cl)c2C#N)C1 (centres undefined) | 0.0%
COc1ccc(Cl)cc1NC(=O)C1CCN(c2nnc(C)c3c(C)n(-c4ccccc4)nc23)CC1 | 0.4%
COCCNc1ccc(-c2nc(-c3ccncc3)no2)cc1[N+](=O)[O-] | -5.9%
CCS(=O)(=O)c1ncc(Cl)c(C(=O)N(Cc2ccccc2)c2ccc(OC)cc2)n1 | 0.0%
CCCc1cc(=O)[nH]c(SCc2nc(-c3ccc(OC)cc3)no2)n1 | -3.0%
COc1ccc(CCNC(=O)c2cnn(-c3cccc(C)c3)c2C2CCN(C(=O)OC(C)(C)C)CC2)cc1OC | -0.4%
COc1ccc(NC(=O)c2c(NCc3cccs3)sc3c2CCCC3)cc1 | -1.1%

Random excerpt: 2 compounds from above
SMILES | Epigenetic derep
COc1ccc(NC(=O)c2c(NCc3cccs3)sc3c2CCCC3)cc1 | -1.1%
COCCNc1ccc(-c2nc(-c3ccncc3)no2)cc1[N+](=O)[O-] | -5.9%
